# Compound activity as filed in PubChem.
# TRb-SRC2 inh = disrupts binding of human TR beta to SRC2. P10828. TRbeta-SRC2 peptide binding, fluorescence polarization; receptor liganded with 1 µM T3. Potency, µM (series often up to 106 µM), inactives show at the top dose activity change, negative = inhibition, actives largely listed as inhibitors. 0.065% of 280,000 active. AID 1469;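 note: plate controls were bound peptide for no effect and peptide without receptor for full effect; nearly all actives have a fitted effect of over 50% in size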
#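 Assay buffer: 20 mM Tris-HCl, 100 mM NaCl, 10% glycerol, 1 mM EDTA, 0.01% NP-40, 1 mM DTT, 1 uM T3, 5% DMSO; TRb LBD 0.6 uM, Texas Red SRC2 20 nM; FP after 5 hr.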
# Tau ThT inhib = inhibitors of human tau fibril formation, thioflavin T binding. P10636. recombinant tau K18 P301L (four-repeat tau fragment), heparin-induced fibrillization, ThT fluorescence. Potency, µM (doses to about 57.4 µM), without a hit: top-dose activity, negative = inhibition, usual class: inhibitors. 2.1% of 270,000 active; note: nearly all actives have a fitted effect of over 55% in size
# Target sequence (P10636 561-689 P618L limits assumed): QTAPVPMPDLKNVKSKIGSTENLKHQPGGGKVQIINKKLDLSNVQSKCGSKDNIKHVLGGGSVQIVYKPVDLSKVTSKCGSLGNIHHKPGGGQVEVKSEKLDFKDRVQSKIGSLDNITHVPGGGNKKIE
#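 Tau K18 P301L fragment (15 uM unlabeled plus 0.24 uM Alexa 594-labeled) in 100 mM sodium acetate pH 7 with compound, fibrillization induced by 20 uM heparin for 6 hr at 37 C. Thioflavin T (30 uM) added, fluorescence read after 1 hr (ex 450, em 510 nm).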
# RGS12 GoLoco inh = inhibitors of human Gai1-RGS12 GoLoco interaction (red fluorophore). Gai1:RGS12 GoLoco peptide FP, rhodamine, 10 min. Potency, µM (top dose mostly 61.6 µM), for inactives: at the top dose activity, negative = inhibition, actives largely listed as inhibitors. 0.44% of 230,000 active. AID 880; active = well fitted inhibition curve with a large enough effect, not every such curve was filed as active; inactive = no such curve, though single readings can be large or run the other way; note: nearly all actives have a fitted effect of over 30% in size; many of its hits are not listed in these tables
# JMJD2E inh = inhibitors of human JMJD2E histone demethylase; B2RXH2; JMJD2E catalytic domain, FDH-coupled NADH fluorescence (FDH is formaldehyde dehydrogenase); Potency, µM (doses to about 57.1 µM), inactives show at the top dose activity change, negative = inhibition, most hits filed as inhibitors; 1.6% of 230,000 active; AID 2147; active = well fitted inhibition curve with a large enough effect, not every such curve was filed as active; inconclusive = small, poorly fitted or top-dose-only effect, or another doubt; inactive = no such curve, though single readings can be large or run the other way;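 note: 0% = wells with enzyme and -100% = buffer wells without enzyme; nearly all actives have a fitted effect of over 50% in size; many of its hits are not listed in these tables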
# TexasRed fluor = alters Texas Red total fluorescence, flagging assay interference. 0.29% of 280,000 active. Potency, µM (highest dose often 106 µM), for the others: at the highest dose fluorescence change, negative = quenching. TRb/SRC2 Texas Red total fluorescence interference; active = well fitted curve in either direction with a large enough effect; inconclusive = small, poorly fitted or top-dose-only effect
#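 Human TRb ligand-binding domain at 0.6 uM with 20 nM Texas Red SRC2 peptide in Tris buffer containing 1 uM T3 and 5% DMSO, incubated with compound 5 h at ambient temperature. Total fluorescence (555/632 nm) calculated as parallel + 2 × perpendicular.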
# Tau fibril FP = tau fibrillization inhibition (FP); 0.39% of 280,000 active; AID 1468; Potency, µM (series often up to 57.7 µM), for the others: top-dose activity, negative = inhibition, actives largely listed as inhibitors; K18 P301L tau heparin fibrillization, Alexa594 FP, 6 h; note: nearly all actives have a fitted effect of over 55% in size
#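 Quantitative HTS format: compounds meet 15 uM recombinant K18 P301L tau and Alexa 594-tau tracer in 100 mM sodium acetate pH 7; 20 uM heparin triggers fibrillization at 37 C over 6 hr; FP gives the signal.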
# L3MBTL1 inh = L3MBTL1 (human) inhibition; Q9Y468; AlphaScreen L3MBTL1–H3K9me1 peptide binding; Potency, µM (series often up to 57.1 µM), inactives show top-dose activity, negative = inhibition, usual class: inhibitors; 0.66% of 230,000 active; AID 485360; note: nearly all actives have a fitted effect of over 60% in size
# Target sequence (Q9Y468 whole entry, looked up): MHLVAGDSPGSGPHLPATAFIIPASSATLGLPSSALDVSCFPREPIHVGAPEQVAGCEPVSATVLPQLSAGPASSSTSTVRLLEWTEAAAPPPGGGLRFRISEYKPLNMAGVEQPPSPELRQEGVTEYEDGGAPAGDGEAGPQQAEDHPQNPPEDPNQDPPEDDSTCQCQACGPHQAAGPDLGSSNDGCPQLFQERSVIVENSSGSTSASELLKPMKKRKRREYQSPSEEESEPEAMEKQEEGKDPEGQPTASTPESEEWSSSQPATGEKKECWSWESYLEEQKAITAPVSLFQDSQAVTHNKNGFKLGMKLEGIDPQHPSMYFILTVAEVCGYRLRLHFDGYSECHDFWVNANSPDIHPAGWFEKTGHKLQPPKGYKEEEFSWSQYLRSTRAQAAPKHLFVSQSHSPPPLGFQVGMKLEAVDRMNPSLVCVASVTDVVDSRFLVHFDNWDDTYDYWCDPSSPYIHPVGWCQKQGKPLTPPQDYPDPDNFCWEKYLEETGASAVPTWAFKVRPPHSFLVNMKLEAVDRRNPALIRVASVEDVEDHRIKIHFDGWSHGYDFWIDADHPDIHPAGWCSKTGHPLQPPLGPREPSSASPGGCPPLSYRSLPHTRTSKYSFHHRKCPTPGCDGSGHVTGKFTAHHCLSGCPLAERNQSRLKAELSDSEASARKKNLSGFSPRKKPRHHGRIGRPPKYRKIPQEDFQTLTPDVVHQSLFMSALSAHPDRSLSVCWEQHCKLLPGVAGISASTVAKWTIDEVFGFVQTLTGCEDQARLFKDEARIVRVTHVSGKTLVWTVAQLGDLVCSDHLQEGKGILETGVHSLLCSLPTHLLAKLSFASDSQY
#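 L3MBTL1 (50 nM) pre-complexed 30 min with biotinylated H3(1-15)K9me1 peptide (75 nM), then compounds added for 30 min at room temperature; AlphaScreen streptavidin donor/nickel chelate acceptor beads (10 ug/mL final) read after 30 min dark incubation.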
# RECQ1 inh = RECQ1 (human) helicase inhibition; P46063; RECQ1 DNA unwinding, red fluorescence kinetic read; Potency, µM (highest dose often 57.3 µM), without a hit: top-dose activity, negative = inhibition, most hits filed as inhibitors; 0.54% of 240,000 active; AID 2549;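 note: plate controls were vehicle for no effect and no enzyme for full effect; nearly all actives have a fitted effect of over 30% in size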
#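 RECQ1T1 50 nM; forked duplex (20 bp + 30-nt ss tails) 200 nM, ATP 2 mM final; pH 8.0, 2 mM MgCl2, 2.5 ug/ml poly(dI-dC); 15 min compound preincubation; discontinuous kinetic read over 2 h at RT.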
# Starred values were filed as active, the others as inactive; i = inactive; u = inconclusive; x = no result given; [ ] = another dose, or the depositor's remark. Unless noted, calls come from the whole dose curve; as a rule, active = well fitted curve in the direction sought with a large enough effect; inconclusive = small, poorly fitted or top-dose-only effect, or another doubt; inactive = no such curve, though single readings can be large; an effect the other way counts as inactive or inconclusive. Unless noted, % is set by controls: 0 for no effect and ±100 for the full control effect; potency is the fitted concentration of half-maximal effect.
molecule,TRb-SRC2 inh,Tau ThT inhib,RGS12 GoLoco inh,JMJD2E inh,TexasRed fluor,Tau fibril FP,L3MBTL1 inh,RECQ1 inh
Cc1cc(/C=C(\C#N)C(=O)NCc2cccs2)c(C)[nH]1,1%,-9%,1%,u,-1%,5%,13%,i
CCn1nc(C)c(Br)c1-c1nc(CS(=O)(=O)c2ccsc2)no1,2%,-4%,1%,12%,-3%,-8%,3%,i
O=C1COc2ccc(C(=O)COC(=O)c3cnc(Cl)c(Cl)c3)cc2N1,2%,u,14%,4%,0%,-3%,21%,-11%
O=C(CCn1c(=O)c2cccn2c2ccc(F)cc21)NCc1ccccc1F,5%,0%,x,x,8%,0%,x,x
Cc1cc(C)c2nc(N3CCCC(C(=O)NCc4ccccc4F)C3)sc2c1 (stereo not given),-2%,-4%,x,x,4%,-4%,x,x
Cc1cccc(S(=O)(=O)c2c(N)n(Cc3ccco3)c3nc4ccccc4nc23)c1,7%,u,78%[activator],u,5%,-4%,-11%,-19%
Cc1cc(OCCN2CCOCC2)nc2ccccc12,8%,-9%,-9%,-7%,1%,-8%,-5%,-2%
Cc1ccc(CNC(=O)C2CCCN(S(=O)(=O)c3c(C)n[nH]c3C)C2)cc1 (stereo not given),0%,-6%,-2%,13%,-6%,1%,x,-10%
COc1cc(-c2nc3oc4ccccc4c(=O)c3c(=O)n2Cc2ccco2)cc(OC)c1OC,-9%,u,4%,-25%,-4%,-3%,1%,-10%
c1csc(-c2nnc(-c3ccc(N4CCOCC4)cc3)o2)c1,-12%,-18%,-4%,u,-8%,-7%,5%,-17%

# (more compounds)
molecule,TRb-SRC2 inh,Tau ThT inhib,RGS12 GoLoco inh,JMJD2E inh,TexasRed fluor,Tau fibril FP,L3MBTL1 inh,RECQ1 inh
Cc1c(C)c2ccc(Oc3ccc([N+](=O)[O-])cc3C(F)(F)F)c(C)c2oc1=O,-4%,6%,-5%,3%,1%,11%,-2%,-12%
Cc1cc(C(=O)CSc2nnc(-c3ccc(F)cc3)o2)c(C)n1CC1COc2ccccc2O1 (stereo not given),-2%,-7%,12%,-4%,2%,-11%,1%,i
COc1ccc(NC(=O)CSc2nnc(-c3ccccn3)n2N)cc1Cl,-15%,u,6%,7%,2%,1%,u,1%
COc1ccc(-c2nsc(NC(=O)c3oc4cc(C)c(C)cc4c3C)n2)cc1,2%,u,x,x,-1%,u,x,x
CCc1c(C)nc2ncnn2c1N1CCC(C(=O)NCc2ccc3c(c2)OCO3)CC1,-10%,-15%,3%,6%,0%,3%,-5%,-1%
O=C(CN1CCC(n2nnc3cc(F)ccc32)CC1)NCc1ccco1,8%,-12%,14%,u,2%,-8%,-19%,-3%
O=S(=O)(Nc1ccc(-c2ccc(N3CCCC3)nn2)cc1)c1cc(F)ccc1F,-2%,u,x,x,0%,-8%,x,x
O=C(/C=C\NCC(=O)c1ccccc1)c1ccc(F)cc1,-2%,u,21%,-8%,-3%,0%,-3%,i
CCOCCn1c(SCc2ccc(C)cc2)nc2c1c(=O)[nH]c(=O)n2C,3%,7%,2%,8%,0%,2%,1%,-7%
Cc1ccc(-n2cccn2)c(CN2CCCC(C(=O)c3sccc3C)C2)c1 (stereo not given),-3%,-10%,5%,-5%,0%,-4%,-6%,-2%

# Following part
molecule,TRb-SRC2 inh,Tau ThT inhib,RGS12 GoLoco inh,JMJD2E inh,TexasRed fluor,Tau fibril FP,L3MBTL1 inh,RECQ1 inh
CSc1ccc(CNC(=O)CCn2ccc3cc(S(=O)(=O)N4CCCC4)ccc32)cc1,1%,9%,x,x,-1%,10%,x,x
CCOC(=O)C1CCN(CC(=O)Nc2cc(C)c3c(=O)oc4ccccc4c3n2)CC1,-4%,-14%,x,x,-2%,-6%,x,x
Cc1cc(C)cc(NC(=O)Cn2c(=O)n(-c3cc(C)cc(C)c3)c(=O)c3oc4ccccc4c32)c1,5%,-6%,x,x,-3%,-5%,x,x
COc1ccc(CCn2c(=O)c3cccnc3n(Cc3ccc([N+](=O)[O-])cc3)c2=O)cc1OC,-4%,-6%,8%,-7%,1%,-2%,-5%,-12%
O=C(NCC1(c2ccccc2)CCCC1)c1ccccc1Br,-4%,1%,-8%,0%,0%,-7%,1%,i
O=C1c2ccccc2C(=O)N1c1cccc(-c2csc(Nc3ccc4c(c3)OCO4)n2)c1,-1%,8.9µM*,-13%,-8%,-5%,u,-30%,-8%
CCN(CC)C(=O)COC(=O)c1cc(-c2ccc(OC)cc2)nc2ccccc12,8%,-12%,7%,u,-3%,-6%,x,6%
Cc1scc(C(=O)N2CCN(c3ccc(Cl)cc3)CC2)c1C,-10%,5%,66%[activator],8%,0%,-2%,-22%,19%
Cn1c(=O)c2c(nc(CN3CCOCC3)n2CCCO)n(C)c1=O,-11%,-2%,4%,1%,1%,-1%,2%,i
Cc1cc(C)n(C(=O)c2ccc([N+](=O)[O-])c(Cl)c2)n1,3%,5%,6%,9%,-1%,1%,-5%,-3%

# Additional structures.
molecule,TRb-SRC2 inh,Tau ThT inhib,RGS12 GoLoco inh,JMJD2E inh,TexasRed fluor,Tau fibril FP,L3MBTL1 inh,RECQ1 inh
NNc1nc(-c2ccccc2)cc(-c2ccccc2O)n1,6%,u,2%,-26%,-4%,5%,-17%,-1%
C=CCNC(=S)Nc1ccccc1,-7%,-3%,-1%,5%,-4%,6%,-4%,-5%
COc1ccc(N2CCN(C(=O)NCc3noc4ccccc34)CC2)cc1,0%,-10%,x,x,0%,4%,x,x
COC(=O)[C@@H]1CC2=CC(=O)CC[C@]2(C)[C@@]23O[C@@H]2C[C@@]2(C)[C@H](CC[C@@]24CCC(=O)O4)[C@@H]13,2%,-2%,9%,x,1%,2%,x,-5%
OCCN1CCOCCN(CCO)CCOCC1,5%,-14%,5%,-3%,3%,-14%,4%,i
Cc1nc2scc(C)n2c(=O)c1S(=O)(=O)Nc1cccc(C(F)(F)F)c1,4%,0%,x,x,-1%,-6%,x,x
CCCN1CCN(CCCNC(=O)C2CCCN(c3nc4ccc(OCC)cc4s3)C2)CC1 (stereo not given),-1%,6%,2%,6%,1%,-2%,4%[11.4 µM],-13%
Cc1nn2c(C(F)(F)F)cc(-c3ccc(Cl)cc3)nc2c1C(=O)N1CCOCC1,-5%,5%,4%,0%,-2%,-8%,-1%,-3%
O=C(NC1CC1)c1cc(-c2ccccn2)nc2ccccc12,-2%,-12%,x,-8%,4%,-1%,-1%,i
CCOC(=O)c1ccc(Nc2cnc3ccccc3n2)cc1,-2%,13%,6%,-2%,-6%,3%,3%,22%

# Next part:
molecule,TRb-SRC2 inh,Tau ThT inhib,RGS12 GoLoco inh,JMJD2E inh,TexasRed fluor,Tau fibril FP,L3MBTL1 inh,RECQ1 inh
Cc1cccc(C)c1NC(=O)NCCc1c[nH]c2ccccc12,-1%,-5%,x,x,-3%,8%,x,x
CCOC(=O)CN1c2ccccc2NC(=O)CC1C (stereo not given),-2%,4%,-1%,0%,-1%,1%,0%,-11%
O=C1c2cccc(OCC(=O)N3CCCc4ccccc43)c2CCN1Cc1ccc(Br)cc1,2%,-14%,9%,-1%,-9%,-9%,-7%,-12%
CCOC(=O)Cc1csc(NC(=S)NC(=O)c2ccc(C)cc2)n1,3%,-9%,x,-7%,-6%,u,3%,9%
COc1ccc(Cc2nnc(Nc3ccc4c(c3)OCCO4)[nH]c2=O)cc1,2%,-7%,5%,-7%,0%,0%,x,1%
O=C1OCC2=C1C(c1ccc3c(c1)OCO3)Sc1ccccc1N2 (stereo not given),-7%,7%,11%,2%,-1%,-20%,-19%[11.4 µM],i
Cc1ccccc1C(=O)NNC(=O)C(=O)N1CCCCC1,8%,6%,1%,-7%,0%,4%,7%,4%
CS(=O)(=O)N(Cc1ccccc1F)c1ccccc1,8%,-8%,-11%,-4%,-4%,8%,5%,-2%
CCN(CC)c1ccc(C=Nc2ccc(C#N)cc2)c(O)c1,-5%,u,41%[activator],u,-2%,-2%,0%,-8%
CCOC(=O)c1cc(NC(=O)c2ccoc2C)cc(C(=O)OCC)c1,-8%,-11%,7%,-2%,-5%,-15%,0%,-6%

# (list continues)
molecule,TRb-SRC2 inh,Tau ThT inhib,RGS12 GoLoco inh,JMJD2E inh,TexasRed fluor,Tau fibril FP,L3MBTL1 inh,RECQ1 inh
CC(C)CC(c1nnnn1Cc1cccs1)N1CCN(c2nc3ccccc3s2)CC1 (stereo not given),16%,12%,-3%,8%,0%,-2%,-17%,-7%
O=C(CSc1nc2ccccc2[nH]1)N/N=C/C=C/c1ccccc1[N+](=O)[O-],-2%,u,-3%,-6%,-3%,0%,-6%,0%
C=CCn1c(SCc2c(F)c(F)c(F)c(F)c2F)nc(O)cc1=O,-3%,-7%,0%,-1%,-2%,-7%,-13%,-7%
Cc1cccn2c(=O)c3cc(C(=O)NCCN4CCOCC4)n(Cc4ccccc4)c3nc12,9%,-4%,5%,u,1%,4%,3%,-5%
CCOC(=O)c1cc(-c2ccccc2)sc1NC(=O)C(C)OC(=O)c1cccnc1OCC (stereo not given),-4%,-10%,0%,u,9%,1%,u,-1%
CCNc1nc(SCC(=O)Nc2ccc(Cl)c(Cl)c2)nc(N(C)C)n1,5%,-6%,1%,-8%,-2%,u,x,-16%
O=C(C1CCN(c2nnc(N3CCCC3=O)s2)CC1)N1CCN(Cc2ccc3c(c2)OCO3)CC1,-1%,u,18%,-3%,-5%,5%,-1%,-21%
CC(C)c1ccc2oc(-c3ccc(N)cc3)nc2c1,-10%,u,x,u,-4%,u,-1%,-19%
O=C(Cn1c(=O)ccc2cc(S(=O)(=O)N3CCCC3)ccc21)NCc1ccc(Cl)cc1,-1%,-1%,x,x,2%,-4%,x,x
COc1ccccc1NC(=O)CN1CCCN(S(=O)(=O)c2ccc(Br)cc2)CC1,1%,-18%,x,x,-3%,0%,x,x
COCCCN1C(=O)CS/C1=N\S(=O)(=O)c1ccccc1,9%,-7%,4%,-3%,0%,2%,-5%,u
Cc1ccc(CNC(=O)CS(=O)(=O)Cc2nc(-c3ccccc3C)oc2C)cc1,-7%,11%,x,x,-1%,5%,x,x
CCOC(C)(C)C,7%,x,-10%,x,-1%,x,x,11%

# Not all compounds are listed; count on the stated rates, not on these rows.
